Source: PubChem
MITF primary: inhibitors of human MITF; AlphaScreen MITF homodimerization, bead proximity signal; 0.91% of 650,000 active; inhibition, % at 2.6 µM; AID 1259374; in the data active means inhibition above about 50%;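 further: 0% = vehicle wells with protein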
Target sequence (O75030 whole entry, looked up): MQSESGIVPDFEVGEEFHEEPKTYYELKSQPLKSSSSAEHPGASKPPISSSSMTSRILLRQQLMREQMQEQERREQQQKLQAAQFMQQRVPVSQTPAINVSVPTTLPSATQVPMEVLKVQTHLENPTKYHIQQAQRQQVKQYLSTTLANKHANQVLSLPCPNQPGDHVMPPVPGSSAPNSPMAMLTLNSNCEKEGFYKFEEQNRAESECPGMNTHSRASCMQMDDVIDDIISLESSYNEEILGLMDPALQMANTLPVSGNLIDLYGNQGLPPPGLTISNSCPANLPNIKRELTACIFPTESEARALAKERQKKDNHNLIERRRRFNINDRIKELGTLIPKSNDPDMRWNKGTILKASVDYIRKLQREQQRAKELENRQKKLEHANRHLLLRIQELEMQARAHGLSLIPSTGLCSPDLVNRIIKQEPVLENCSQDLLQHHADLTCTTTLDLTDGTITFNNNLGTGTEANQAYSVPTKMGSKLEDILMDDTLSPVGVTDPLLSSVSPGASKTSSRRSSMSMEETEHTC
TEAD-YAP block: TEAD-YAP interaction inhibition | HEK-TIYL cells, TEAD-Gal4/YAP UAS-luciferase luminescence | inhibition, % at 9.12 µM | 1.4% of 640,000 active; in the data active means inhibition above about 32%;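 further: 0% = median of test compound wells and 100% = reference inhibitor wells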
GPR151 ag: activates the human receptor GPR151; 1% of 650,000 active; PathHunter beta-arrestin GPR151 cells, luminescence; activation, % at 11.2 µM; in the data active means activation above about 4.9%;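 further: 0% = median of compound wells and 100% = cells with positive control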
Target sequence (Q8TDV0 whole entry, looked up): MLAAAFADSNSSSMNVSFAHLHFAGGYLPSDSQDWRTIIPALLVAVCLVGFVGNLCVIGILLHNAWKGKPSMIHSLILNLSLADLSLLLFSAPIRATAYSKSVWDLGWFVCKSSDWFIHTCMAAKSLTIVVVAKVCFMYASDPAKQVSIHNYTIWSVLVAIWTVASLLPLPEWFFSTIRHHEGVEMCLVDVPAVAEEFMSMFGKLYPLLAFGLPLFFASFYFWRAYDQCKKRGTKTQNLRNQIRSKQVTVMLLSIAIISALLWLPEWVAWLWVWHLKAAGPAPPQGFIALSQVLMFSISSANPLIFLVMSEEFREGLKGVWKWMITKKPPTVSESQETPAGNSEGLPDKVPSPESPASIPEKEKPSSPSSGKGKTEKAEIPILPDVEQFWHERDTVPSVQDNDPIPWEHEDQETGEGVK
FBW7 act: human FBW7 E3 ligase activation, primary screen | Q969H0 | AlphaScreen FBW7–phospho-cyclin E peptide binding, activator screen | normalized activity (activation), % at 26.1 µM | 0.13% of 650,000 active; in the data active means normalized activity above about 1.9%;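 further: purified mutant Fbw7 with reduced substrate affinity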
Active calls of the source: *.

The opening 6 records, to show the layout:
No. | compound | MITF primary | TEAD-YAP block | GPR151 ag | FBW7 act
1 | CC1(C)Oc2ccc(C(=O)Nc3ccccc3)cc2N(CC(=O)Nc2ccccc2)C1=O | 5 | -5 | 0.1 | 0.0
2 | Cc1nc2c(c(=O)[nH]1)CN(C(=O)Cc1nc(C)sc1-c1ccccc1)CC2 | 6 | 14 | 1.2 | 0.9
3 | Cc1ccc(CN2C(=O)C3C(C(=O)Nc4ccc(C(C)C)cc4)C4C=CC3(O4)C2C(=O)NC2CCCCC2C)cc1 (centres undefined) | 13 | -5 | -1.3 | 0.3
4 | Cc1cc(C)cc(CC(CC(=O)O)C(=O)Nc2ccccc2)c1 (centres undefined) | -3 | 2 | 1.8 | 0.0
5 | COC(=O)C1=C(C)NC(C)=C(C(=O)OC)C1c1ccc(OCC(N)=O)cc1 | -4 | -9 | -0.2 | 0.1
6 | CC(Sc1nnc(-c2ccccn2)o1)C(N)=O (centres undefined) | 2 | 0 | 0.6 | 0.2

This part in full (from the top)
No. | compound | MITF primary | TEAD-YAP block | GPR151 ag | FBW7 act
1 | CC1(C)Oc2ccc(C(=O)Nc3ccccc3)cc2N(CC(=O)Nc2ccccc2)C1=O | 5 | -5 | 0.1 | 0.0
2 | Cc1nc2c(c(=O)[nH]1)CN(C(=O)Cc1nc(C)sc1-c1ccccc1)CC2 | 6 | 14 | 1.2 | 0.9
3 | Cc1ccc(CN2C(=O)C3C(C(=O)Nc4ccc(C(C)C)cc4)C4C=CC3(O4)C2C(=O)NC2CCCCC2C)cc1 (centres undefined) | 13 | -5 | -1.3 | 0.3
4 | Cc1cc(C)cc(CC(CC(=O)O)C(=O)Nc2ccccc2)c1 (centres undefined) | -3 | 2 | 1.8 | 0.0
5 | COC(=O)C1=C(C)NC(C)=C(C(=O)OC)C1c1ccc(OCC(N)=O)cc1 | -4 | -9 | -0.2 | 0.1
6 | CC(Sc1nnc(-c2ccccn2)o1)C(N)=O (centres undefined) | 2 | 0 | 0.6 | 0.2
7 | Nc1ccc(C(=O)NCCC(=O)O)cc1 | 1 | -8 | -0.6 | -0.1
8 | CC(C)C(NC(=O)c1ccc(C(C)(C)C)cc1)C(=O)N1CCC(C(N)=O)CC1 (centres undefined) | 0 | -7 | 0.4 | -0.1
9 | O=[N+]([O-])c1cc(-c2ncnn2-c2ccc(Br)cc2)ccc1Cl | -3 | -2 | -0.1 | 0.0
10 | CC1C(=O)Nc2ccc(S(=O)(=O)NCCc3ccc(Cl)cc3)cc2NC1=O (centres undefined) | 0 | -1 | 0.7 | -0.1
11 | COc1cccc(C2C(C#N)=C(N)Oc3n[nH]c(C)c32)c1OC(=O)N1CCOCC1 (centres undefined) | 10 | 4 | 0.4 | 0.1
12 | CSc1ccccc1C(=O)Nc1ccc(Br)cc1 | 13 | -5 | -1.0 | 0.0
13 | COc1ccc(C(=O)Nc2ccccc2C(=O)O)cc1[N+](=O)[O-] | 5 | -5 | -5.0 | -0.1
14 | Cc1cc(NC(=O)CNc2cc([N+](=O)[O-])ccc2NCCO)ccc1Br | 14 | 19 | 0.4 | 0.0
15 | Cc1cc(C)n(/N=C/c2ccccc2)c(=O)c1C#N | 17 | -6 | -0.3 | 0.1
16 | COc1cc(C)c(CN2CCc3nnc(C(C)NC(=O)c4cccnc4)n3CC2)cc1C (centres undefined) | 1 | 2 | -0.8 | -0.1
17 | CCOC(=O)c1c(N)sc(C(=O)Nc2cccc(OC)c2)c1C | 18 | 52* | -7.7 | -0.1
18 | CC(=O)c1cccc(NC(=O)CCn2nc(C)cc2C)c1 | 6 | 4 | 1.3 | 0.2
19 | COc1cc(/C=C\C(C)=N\O)ccc1OCc1ccccc1 | 0 | -64 | 2.0 | -0.1
20 | CC(C)(C)c1[nH]nc2c1C(c1ccc3c(c1)OCO3)C(C#N)=C(N)O2 (centres undefined) | 7 | -9 | -0.4 | -0.1
21 | COc1ccc(OC)c(NC(=O)C2=C(C)NC(=S)NC2c2ccc(O)cc2)c1 (centres undefined) | 2 | -2 | 0.9 | -0.1
22 | Cc1ccc(S(=O)(=O)N(C)CC(=O)N2C(C)CCCC2C)cc1 (centres undefined) | 8 | -2 | 3.1 | 0.0
23 | Nc1cccc(-c2cc(C(=O)NCc3ccccc3)ccn2)c1 | -14 | 8 | -1.5 | 0.2
24 | CCOC(=O)c1csc2c1CCC/C2=N/OC(C)=O | 5 | 36* | -0.5 | 1.3
25 | Cc1ccc(C)c(OCCOc2ccc(/C=C3/C(=N)N4N=C(CC(C)C)SC4=NC3=O)cc2)c1 | 1 | 0 | 2.2 | -0.1
26 | COc1ccc(NC(=O)CSc2nnc(C)c(=O)n2N)c(OC)c1 | 12 | 1 | 0.1 | -0.2
27 | Cc1ccn2cc(-c3ccc(NC(=O)COc4ccccc4)cc3)nc2n1 | -6 | -4 | 0.5 | 0.0
28 | Cc1ncsc1C(=O)Nc1nc2c(s1)CCCC2 | 15 | 3 | -1.3 | -0.1
29 | Cc1ccc(OCCNCCCN)c(Br)c1 | 35 | -2 | -0.2 | 0.0
30 | CCOCCCn1cc(C(=O)O)c2c3ccccc3n(C)c2c1=O | 14 | 0 | 1.3 | 0.0

Reprinted: nos. 29–30
No. | compound | MITF primary | TEAD-YAP block | GPR151 ag | FBW7 act
29 | Cc1ccc(OCCNCCCN)c(Br)c1 | 35 | -2 | -0.2 | 0.0
30 | CCOCCCn1cc(C(=O)O)c2c3ccccc3n(C)c2c1=O | 14 | 0 | 1.3 | 0.0

Further compounds:
No. | compound | MITF primary | TEAD-YAP block | GPR151 ag | FBW7 act
31 | CC1(C)Cc2c(ccc3ccccc23)C=N1 | 12 | 6 | 1.0 | 0.1
32 | O=C1c2cccc3c(Br)ccc(c23)C(=O)N1c1cccc(O)c1 | 3 | 7 | 4.8 | 0.1
33 | Cc1ccccc1Nc1nc(N)nc(COC(=O)CCCN2C(=O)c3ccccc3C2=O)n1 | 9 | -5 | 0.6 | 0.0
34 | CCC(Sc1nc2n[nH]c(C)c2c(=N)n1-c1ccc(Br)cc1)C(=O)N1CCOCC1 (centres undefined) | 6 | 1 | -0.2 | -0.1
35 | COP(=O)(OC)C(Nc1ccc(I)cc1)c1ccccc1 (centres undefined) | -5 | -6 | -0.6 | 0.0
36 | Cc1ccc([N+](=O)[O-])c(NC(=O)COC(=O)CNC(=O)c2ccc(C(C)(C)C)cc2)c1C | 7 | 1 | -0.5 | 0.3
37 | CCOc1ccc(CN2CCN(Cc3cc4ccccc4[nH]3)CC2CCO)cc1 (centres undefined) | 4 | -1 | -0.3 | -0.1
38 | CCOc1ccc(Nc2ncnc3c2c(-c2ccccc2)cn3-c2ccc(F)cc2)cc1 | -5 | -3 | 0.5 | -0.1
39 | COc1cc([N+](=O)[O-])ccc1-c1ccc(/C=N/NS(=O)(=O)c2ccc(C)cc2)o1 | 0 | -1 | 0.5 | -0.3
40 | CCCCn1c(SCC(N)=O)nc2sc3c(c2c1=O)CCCC3 | -7 | -14 | -0.1 | -0.2
41 | COc1ccc(OC(=O)c2ccc(Br)cc2)c(C(C)=O)c1 | -5 | -23 | 2.6 | 0.0
42 | Cc1ccc(NC(=O)CN(Cc2ccc(Br)cc2)S(=O)(=O)c2ccccc2)cc1 | 2 | -6 | -0.9 | 0.0
43 | Cc1csc2nc(CCNS(=O)(=O)c3cccc([N+](=O)[O-])c3)cn12 | -11 | -3 | -2.3 | 0.2
44 | COc1ccc(CN2CCOCC2)c(C)c1C | 11 | 2 | 1.1 | -0.1
45 | COc1cc(OC)c(NS(=O)(=O)c2cc3c(cc2C)NC(=O)CO3)cc1Cl | -4 | -3 | 0.0 | -0.5
46 | COc1ccc(C2=NC(c3ccc(F)cc3)NC(c3cc(Br)ccc3O)C2)cc1 (centres undefined) | 16 | -4 | -0.3 | 0.0
47 | COc1ccc(OCc2nnc(SCC(N)=O)n2Cc2ccccc2)cc1 | 2 | -4 | -0.5 | 0.0
48 | COCCCNC(=O)/C(=C\c1ccccc1F)NC(=O)c1ccc(C)cc1 | 9 | 11 | 2.1 | 0.1
49 | CC(=O)Oc1ccccc1C(=O)N1CCN(c2ccc([N+](=O)[O-])cc2)CC1 | 6 | 13 | -1.2 | -0.1
50 | CCn1c(=O)c2c(nc3n(-c4ccc(Oc5ccccc5)cc4)c(C)cn23)n(C)c1=O | -2 | 2 | -0.3 | 0.0
51 | CCOc1ccc(N2C(=O)CC(N3CCN(C(c4ccc(F)cc4)c4ccc(F)cc4)CC3)C2=O)cc1 (centres undefined) | -4 | -11 | 0.8 | -0.2
52 | COc1cccc(-c2cc(C#N)c(NC(=O)c3cccc([N+](=O)[O-])c3)o2)c1 | 10 | 4 | 0.1 | 0.0
53 | CC(C)c1ccc(C(=O)NC2CC2)cc1 | 9 | -26 | 1.4 | 0.0
54 | O=C(OCCN1C(=O)c2ccccc2C1=O)c1ccco1 | 10 | -4 | 0.4 | -0.1
55 | CCC(c1ccc(F)cc1)n1cc(C(=O)NCc2ccncc2)nn1 (centres undefined) | 6 | -5 | 0.0 | 0.0
56 | COc1ccc(N2CCN(C(CNC(=O)C(C)(C)C)c3ccco3)CC2)cc1 (centres undefined) | -16 | 1 | 1.2 | 0.0
57 | O=C(C1CCN(c2nnnn2-c2ccccc2)CC1)N1CCc2ccccc21 | -13 | 4 | -1.0 | 0.0
58 | Cc1nc(C)c(/C(O)=C/c2nc3ccccc3[nH]c2=O)s1 | 18 | -10 | -0.8 | 0.9
59 | Cc1ccc(C)c(C(=O)NCc2ccc3c(c2)OCO3)c1 | 4 | 10 | -1.1 | 0.1
60 | O=C(CSc1nnc(NC(=O)C2CCC2)s1)NCc1ccc2c(c1)OCO2 | -13 | -2 | -0.5 | 0.2

Next section
No. | compound | MITF primary | TEAD-YAP block | GPR151 ag | FBW7 act
61 | Cc1cc(NCCOc2ccccc2)nc(Nc2ccccc2)n1 | 0 | 9 | 1.4 | -0.1
62 | O=C(N1CCOCC1)N1CCc2nc(-c3ccccc3)nc(N3CCCCCC3)c2C1 | 1 | -1 | 0.5 | 0.1
63 | O=[N+]([O-])c1cc(Oc2ncc(C(F)(F)F)cc2Cl)c2cc(-c3ccccc3)[nH]c2c1 | 6 | 6 | -1.2 | 0.0
64 | Cc1ccc(C2NC(=O)NC3=C2C(=O)OC3)s1 (centres undefined) | 4 | 7 | -0.5 | 0.0
65 | CC(C)c1ccc(NC2=NCC(=O)N2Cc2ccccc2)cc1 | -1 | -9 | 0.0 | -0.2
66 | O=C(O)CCN1C(=O)/C(=C/C=C/c2ccc([N+](=O)[O-])cc2)SC1=S | 8 | 6 | 3.6 | 0.0
67 | Cc1ccc(S(=O)(=O)N2CCOC23CCN(C(=O)c2ccccc2)CC3)cc1 | 5 | -4 | 2.8 | -0.1
68 | COc1ccc(NC(=O)COc2ccc(S(=O)(=O)NC(C)C)cc2Cl)cc1OC | 1 | 24 | -1.0 | 0.0
69 | CC(C)(CO)CNC(=O)CC1C(=O)NCCN1Cc1ccc(F)c(F)c1 (centres undefined) | -9 | -5 | 2.2 | -0.2
70 | CN(C)S(=O)(=O)c1cccc(CSc2cccc[n+]2[O-])c1 | -8 | -1 | -0.1 | 0.1
71 | Cc1nn(C(C)C(=O)NCCC(C)C)c(=O)c2cc3occc3n12 (centres undefined) | 13 | -4 | 0.4 | 0.1
72 | CCCCNC(=O)Cn1ncc2c1-c1cc(C)ccc1OC2 | -5 | 0 | -1.3 | 0.1
73 | CC1(C)Cc2ccccc2-c2n[nH]c(=S)n21 | -5 | 20 | -0.1 | -0.2
74 | CCOC(=O)c1c(C)oc2ccc(OCC(=O)OC(C)C)cc12 | 2 | -2 | -0.8 | 0.2
75 | O=S(=O)(c1ccccc1)C1(S(=O)(=O)c2ccccc2)CCCC1 | 11 | -15 | 0.6 | 0.0
76 | Cc1cc(=O)[nH]c(SCC(=O)c2ccccc2)n1 | 5 | 1 | -0.6 | -0.1
77 | CCCC1(C)N=C(c2ccc(OCC)cc2)CC(c2ccccc2O)N1 (centres undefined) | 10 | -61 | -2.3 | 0.0
78 | Cc1cccc(NC(=O)Cc2nnc(NC(=O)Nc3ccccc3C)s2)c1 | 0 | -2 | -0.7 | 0.0
79 | Nc1cc(N)cc(C(F)(F)C(F)(F)C(F)(F)F)c1 | -8 | 9 | 1.5 | -0.1
80 | CCOc1ccc(Oc2ccc(NC(=O)CN3C(=O)C4CC=CCC4C3=O)cc2)cc1 (centres undefined) | -3 | 18 | 1.9 | -0.3
81 | Cc1nc(-c2ccccc2)sc1C(=O)/C(=C/N(C)C)S(=O)(=O)c1ccccc1 | 2 | -7 | 1.2 | 0.0
82 | O=C(c1noc2c1CCCC2)N1CCC(CO)(Cc2ccccc2Cl)CC1 | 3 | 4 | -1.3 | -0.2
83 | Fc1cccc2sc(Nc3nc(-c4cccnc4)cs3)nc12 | -7 | -2 | 1.1 | -0.2
84 | O=C1N[C@@H](Cc2ccc(O)cc2)C(=O)N2CCN(C(=O)Oc3ccccc3)C[C@H]12 | 15 | 0 | -1.8 | 0.0
85 | CCC(C)NC(=O)C(C(F)(F)F)(C(F)(F)F)C(F)(F)F (centres undefined) | 5 | 4 | 1.4 | -0.1
86 | O=C1CC(NCCC2=CCCCC2)C(=O)N1c1ccccc1 (centres undefined) | -11 | -6 | 1.8 | -0.1
87 | COc1ccc(C2NC(C(=O)O)C3C(=O)N(c4ccc(F)cc4)C(=O)C23)c(OC)c1OC (centres undefined) | 8 | 0 | 1.1 | -0.1
88 | COc1ccc(C2CC(C(F)(F)F)n3ncc(C(=O)NCc4ccccc4)c3N2)cc1 (centres undefined) | 9 | 1 | -0.4 | 0.0
89 | COc1cc(Cl)cc(/C=C2\SC(=O)N(CC(=O)Nc3cccc(C)c3)C2=O)c1O | 0 | -11 | -0.9 | -0.1
90 | Cc1ccc(OCCN2C(=O)NC(CC(C)C)C2=O)cc1 (centres undefined) | 6 | 3 | -1.0 | 0.4
91 | COc1ccc(-n2c(O)c(C3=c4cc(F)ccc4=NC3=O)sc2=S)c(OC)c1 | 11 | 5 | 1.0 | 0.0
92 | COc1cc(C#N)ccc1OCC(=O)Nc1cccc(C)c1 | -7 | -55 | 1.4 | 0.0
